M1 ag = agonists of human M1 muscarinic receptor; CHO-K1 hM1, Fluo-8 calcium fluorescence, agonist mode; 0% DMSO, 100% acetylcholine EC100; activation, % at 3 µM; 360,000 tested, 0.33% active; P11229;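 active = activation above the run's mean compound activation plus 3 SD, cut at about 16% in these data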;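 note: peak over basal fluorescence ratio within a 140 s kinetic read after compound addition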
V1R ag counter = activates human V1a receptor in oxytocin agonist counter-screen | P37288 | CHO-V1R cells, Fluo-8 calcium fluorescence, agonist mode; 0% DMSO, 100% 3 nM vasopressin | activation, % at 3 µM | 320,000 tested, 0.25% active;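 active = activation above the mean activation of all tested compounds plus 3 SD, per screening run, cut at about 20% in these data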;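 note: signal is peak over basal fluorescence ratio across a 100 second FLIPR read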
Target sequence (P37288 whole entry, looked up): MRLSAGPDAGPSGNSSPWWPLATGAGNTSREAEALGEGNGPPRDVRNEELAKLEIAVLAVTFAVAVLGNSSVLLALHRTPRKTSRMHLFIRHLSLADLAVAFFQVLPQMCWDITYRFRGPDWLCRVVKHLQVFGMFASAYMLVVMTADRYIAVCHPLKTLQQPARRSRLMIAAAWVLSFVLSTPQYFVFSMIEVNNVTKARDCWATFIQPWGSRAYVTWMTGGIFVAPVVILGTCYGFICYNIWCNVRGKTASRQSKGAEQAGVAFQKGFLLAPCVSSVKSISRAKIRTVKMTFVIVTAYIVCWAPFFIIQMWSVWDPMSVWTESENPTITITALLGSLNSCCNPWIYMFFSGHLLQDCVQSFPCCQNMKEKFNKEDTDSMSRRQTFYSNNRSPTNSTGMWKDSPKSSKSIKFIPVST
CHRM1 PAM = potentiates human M1 receptor response to acetylcholine. activation, % at 3 µM. P11229. CHO-K1 hM1, Fluo-8 calcium fluorescence, ACh EC20; 0% = ACh EC20, 100% = maximal ACh. 360,000 tested, 0.088% active; in the data active = activation above about 19%, passing the limit was not always enough
OXTR potentiate = human OXTR potentiation; P30559; CHO-OTR cells, Fluo-8 calcium fluorescence, potentiator mode; 0% = oxytocin EC15, 100% = EC100; activation, % at 3 µM; 320,000 tested, 0.061% active;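 active = activation above that plate's cutoff, the mean activation of tested compounds plus 3 SD, cut at about 6.6% in these data, passing the limit was not always enough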;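 note: 100% uses oxytocin at 75 nM as the full agonist control; some results filed as inactive read as strong as hits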
Target sequence (P30559 whole entry, looked up): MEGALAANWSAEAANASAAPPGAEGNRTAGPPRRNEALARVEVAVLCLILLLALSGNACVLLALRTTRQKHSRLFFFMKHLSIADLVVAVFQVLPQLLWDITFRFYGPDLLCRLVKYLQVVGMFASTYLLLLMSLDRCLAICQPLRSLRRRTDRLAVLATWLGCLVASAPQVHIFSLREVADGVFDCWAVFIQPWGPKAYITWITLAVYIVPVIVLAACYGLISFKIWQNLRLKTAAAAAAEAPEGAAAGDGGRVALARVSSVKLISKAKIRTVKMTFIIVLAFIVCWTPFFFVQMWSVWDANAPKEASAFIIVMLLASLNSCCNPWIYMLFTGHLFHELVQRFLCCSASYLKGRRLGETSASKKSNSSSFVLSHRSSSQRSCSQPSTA
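Assay system: CHO cell line stably expressing human OTR. Reagent: EC15 oxytocin agonist. Dosing: single dose, 3.0 µM nominal final compound concentration. Timing: compound 6 min at room temperature before oxytocin, 100 s read. Signal: kinetic Fluo-8 calcium fluorescence. Controls: oxytocin EC15 low and EC100 high.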
CHO parental Ca = counter-screen: ATP calcium response change in parental CHO cells; parental CHO-K1, ATP-induced calcium, Fluo-8 fluorescence; inhibition, % at 5.6 µM; 330,000 tested, 0.63% active;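 active = inhibition above that plate's mean sample inhibition plus 3 SD, cut at about 26% in these data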;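 note: 0% = ATP-challenged DMSO wells and 100% = DMSO wells without ATP; some compounds past the cut are filed as inactive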
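Material: parental CHO cells / Compound: single nominal dose of 5.6 µM per compound / Signal: Fluo-8 fluorescence / Replicates: singlicate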
CHRM1 antagonist = blocks human M1 muscarinic receptor; CHO-K1 hM1, Fluo-8 calcium fluorescence, ACh EC80 antagonist; inhibition, % at 3 µM; 360,000 tested, 1.3% active; AID 588852;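 active = percent inhibition above its own plate's cutoff, namely the mean of that plate's compound wells plus 3 SD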;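 note: peak over basal fluorescence ratio during 140 s after agonist addition; 0% = ACh EC80 plus DMSO and 100% = DMSO alone without agonist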
TAAR1 ag = human TAAR1 agonism; Q96RJ0; CHO RD-HGA16 TAAR1, Fluo-8 calcium fluorescence; vehicle wells 0%, saturating PEA agonist 100%; activation, % at 3 µM; 360,000 tested, 0.99% active; AID 624467;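 active = activation above the mean activation of all test compounds in the run plus 3 SD, cut at about 38% in these data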
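System: CHO-derived RD-HGA16 cells with stable Gα16 and human TAAR1. Times: 17-24 h plating, Fluo-8 75 min 37 °C, 30 min RT. Measured by: calcium-sensitive Fluo-8 signal, excitation 470-495, emission 515-575 nm. Read-out basis: % activation relative to PEA EC100 response. Control set: DMSO and PEA EC100. Repeats: no replicates (n 1).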
OXTR ag = human OXTR agonism; P30559; CHO-OTR cells, Fluo-8 calcium fluorescence; normalized: DMSO 0%, oxytocin 100%; activation, % at 3 µM; 320,000 tested, 0.32% active; AID 2435;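 active = activation above the mean of all tested compounds plus 3 SD, cutoff set per screening run, cut at about 20% in these data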;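 note: peak over basal fluorescence ratio from a 100 s FLIPR kinetic read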
TAAR1 antag = human TAAR1 antagonism. Q96RJ0. inhibition, % at 3 µM. CHO RD-HGA16 TAAR1, Fluo-8 calcium fluorescence, antagonist. 360,000 tested, 1.5% active;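 active = inhibition above a per-plate cutoff, the mean inhibition of test compounds on that plate plus 3 SD, cut at about 49% in these data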;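 note: 0% = DMSO plus EC80 beta-PEA response and 100% = DMSO alone without agonist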
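Material: RD-HGA16 CHO cells with stable hTAAR1 and Gα16; Dosing: single nominal final test compound concentration of 3 µM; Schedule: seeding 17-24 h prior, 75-min 37 °C, 30-min RT dye loading; Detection: kinetic Fluo-8 calcium fluorescence measurement; Measure: % inhibition from peak post-agonist over basal fluorescence ratio; Benchmarks: vehicle and agonist controls.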
Active calls of the source: *; x = no result given.

compound	M1 ag	V1R ag counter	CHRM1 PAM	OXTR potentiate	CHO parental Ca	CHRM1 antagonist	TAAR1 ag	OXTR ag	TAAR1 antag
Cc1cc(C)cc(Nc2ccc([N+](=O)[O-])nc2[N+](=O)[O-])c1	-1.7	-1.1	-2.6	-0.8	-10.7	3.4	-1.4	0.1	-15.7
COc1ccc(NS(=O)(=O)c2ccc(C)c(C(=O)NNC(=O)c3csc(N4CCOCC4)n3)c2)cc1	-1.8	0.7	10.4	-8.0	-16.5	-11.1	2.8	-1.5	-14.1
Cc1cc(C)n(-c2nnc(NC34CC5CC(CC(C5)C3)C4)nn2)n1	-3.7	-0.8	12.5	-5.0	-13.0	2.2	14.1	-1.0	24.2
O=C(NCc1nnnn1-c1ccc(Cl)cc1)c1ccc([N+](=O)[O-])o1	-3.0	x	7.5	x	x	-13.7	6.3	x	-8.2
CCn1c(SCC(=O)Nc2ccccc2N2CCOCC2)nnc1-c1ccccc1O	-5.3	-1.4	-8.2	-13.0	-20.2	6.3	3.7	-1.6	8.4
CCOc1ccc(C(=O)NC(=S)Nc2cccc(NC(=O)c3ccco3)c2)cc1[N+](=O)[O-]	-9.5	0.0	-2.0	-2.6	-11.5	-1.3	2.7	-0.3	23.5
CC1CCCN(CC(=O)Nc2cc(S(=O)(=O)N3CCOCC3)ccc2N2CCCC2)C1 (stereo not drawn)	-8.1	-0.4	-20.7	-2.8	-15.6	38.0*	1.5	0.1	-22.1
CCOC(=O)c1c(S(=O)(=O)NCC(=O)Nc2ccccc2F)c(C)n(C)c1C	-2.2	-0.7	5.6	-3.5	-19.5	-4.0	3.5	-1.8	-11.3
O=C(COc1ccc(C(=S)N2CCCC2)cc1)Nc1ccccc1C(F)(F)F	-4.2	0.7	-7.9	-1.1	-13.5	14.9	-0.1	-0.6	-27.9
CN(C)S(=O)(=O)c1cccc(NC(=S)NCCc2ccccn2)c1	-8.6	-0.2	5.2	-1.4	-8.5	-4.5	12.1	-0.2	-1.0
COC(=O)CSc1ccc2nnc(CCNS(=O)(=O)c3ccc(C)cc3)n2n1	-9.4	-0.1	11.7	-1.9	-9.1	-7.8	2.2	-0.1	8.2
CCOc1ccccc1C(C(=O)NC1CCCC1)N(Cc1ccco1)C(=O)CNC(=O)c1ccco1 (stereo not drawn)	-4.5	0.4	2.8	-5.1	-29.5	-0.6	5.9	-2.3	-17.4
CC1Cc2ccccc2N1CC(=O)NC(=O)NCc1ccccc1 (stereo not drawn)	3.1	1.7	5.3	-14.7	-30.3	0.7	3.2	-0.8	7.3
C=CCN(CC=C)CCOc1cc(C)ccc1[N+](=O)[O-]	-10.7	1.1	13.0	-11.1	-17.6	-8.3	2.0	-0.4	-2.4
CCN1C(=O)CS/C1=N\S(=O)(=O)c1ccc(Cl)cc1	-4.9	-0.5	6.7	-0.3	-15.2	-0.9	2.7	-0.2	-15.9
COc1cc2c3c(c1)/C(=C1/SC(=S)NC1=O)C(=O)N3C(C)(C)C=C2C	-5.7	-0.5	4.5	-4.0	-1.1	1.1	0.7	0.3	-18.2
COc1ccc(Cn2c(=O)[nH]c3cc(OC)c(OC)cc3c2=O)cc1	-0.8	0.3	-4.3	-0.3	-8.2	9.0	2.0	1.6	10.5
Cc1nc2c(ccc3nc(NC(=O)c4ccc5c(c4)OCCO5)sc32)s1	-5.4	0.2	1.6	-3.1	-18.6	-1.0	3.2	0.2	-10.0
CCOc1ncccc1C(=O)Nc1ccc2c(c1)OCO2	-4.8	-1.0	-1.9	8.0	-19.8	12.2	-1.8	-0.2	-30.6
CC1CCN(C2=C(NS(=O)(=O)c3ccc(Br)cc3)C(=O)c3ccccc3C2=O)CC1	-3.0	-1.5	7.8	-10.8	-26.2	-7.3	0.3	-2.8	15.3
CCO[C@@H]1OC(C(=O)N2CCN(Cc3ccccc3)CC2)=C[C@H](c2cn(C(C)=O)c3ccccc23)[C@H]1CCCO	-8.8	1.8	-3.0	-2.2	-19.7	2.7	12.8	2.4	18.0
CCOC(=O)N1CCC(NC(=O)CCC(=O)c2ccccc2)CC1	-2.6	0.9	9.8	-14.6	-17.6	8.0	4.8	-0.2	6.0
CC(C)NC(=O)CCCn1c(=S)[nH]c2cc3c(cc2c1=O)OCO3	1.3	-0.5	0.7	-3.2	-5.5	-4.9	1.8	-1.0	2.4
Cc1cccc(NC(=O)Cn2c(=O)n3nc(CCn4nc(C)cc4C)nc3c3ccccc32)c1	-2.9	1.7	-2.3	0.5	-13.4	5.7	10.3	-0.8	26.2
N#Cc1cccn1-c1nccs1	-1.8	-0.3	-1.1	-18.7	-4.2	6.4	-0.3	0.1	-30.5
Cc1snc(SCc2ccc(F)cc2)c1C#N	-0.9	-0.8	15.2	-17.8	-18.7	-19.0	5.0	0.0	-17.7
CCCCc1ccc(S(=O)(=O)N2CCN(C(=O)c3ccco3)CC2)cc1	-2.4	2.3	-2.9	-7.8	10.4	8.7	3.9	0.9	-0.8
O=C(CSc1nnc(Cn2c(=O)sc3ccccc32)n1-c1ccccc1)N1CCCC1	-6.5	-0.2	7.5	-3.2	-12.3	-13.4	0.2	0.5	-5.9
CCOP(=O)(OCC)C(Nc1ccc(F)cc1)c1ccccc1 (stereo not drawn)	-5.6	-0.7	1.7	-5.7	-13.6	-11.2	0.6	-1.9	-29.2
COc1cccc(CNC(=O)c2cccc(NC3=NC4CS(=O)(=O)CC4S3)c2)c1 (stereo not drawn)	-2.9	0.7	8.4	1.2	-2.1	-11.8	0.3	0.1	-7.0
O=C(COc1ccccc1)c1ccccc1	-3.1	x	3.2	x	x	-0.8	-0.8	x	-23.3
COc1ccc(N2CCN(C(=O)COCc3cc(-c4ccc5c(c4)OCO5)on3)CC2)cc1	1.0	3.9	11.9	-6.5	-10.2	-5.2	2.8	1.2	-0.7
CCOC(=O)/C=c1\s/c(=C(\C#N)C(N)=O)n(-c2ccccc2)c1=O	-2.8	1.6	20.8	-1.2	-8.7	-7.2	0.0	-0.5	1.8
C[C@@H]1CN([C@@H](C)CO)C(=O)c2cccc(NS(=O)(=O)c3cccs3)c2O[C@H]1CN(C)Cc1ccc(C(F)(F)F)cc1	1.1	0.7	12.6	-1.7	-16.5	-17.9	2.5	0.7	12.9
Cc1nc2cc(C(=O)OCC(=O)NC3CCS(=O)(=O)C3)ccc2n1-c1ccccc1 (stereo not drawn)	-5.6	-0.1	7.2	1.8	-8.5	-7.6	6.0	1.6	-12.2
COc1c2ccoc2nc2c(OC)c(OC[C@@H](O)C(C)(C)O)ccc12	2.5	0.6	7.9	-2.1	-3.9	-37.5	2.1	-1.2	-0.3

4 entries from above, with values under each structure.
Second line of a record: M1 ag, V1R ag counter, CHRM1 PAM, OXTR potentiate, CHO parental Ca, CHRM1 antagonist, TAAR1 ag, OXTR ag, TAAR1 antag
N#Cc1cccn1-c1nccs1
→ -1.8, -0.3, -1.1, -18.7, -4.2, 6.4, -0.3, 0.1, -30.5
Cc1snc(SCc2ccc(F)cc2)c1C#N
→ -0.9, -0.8, 15.2, -17.8, -18.7, -19.0, 5.0, 0.0, -17.7
CCCCc1ccc(S(=O)(=O)N2CCN(C(=O)c3ccco3)CC2)cc1
→ -2.4, 2.3, -2.9, -7.8, 10.4, 8.7, 3.9, 0.9, -0.8
O=C(CSc1nnc(Cn2c(=O)sc3ccccc32)n1-c1ccccc1)N1CCCC1
→ -6.5, -0.2, 7.5, -3.2, -12.3, -13.4, 0.2, 0.5, -5.9

(list continues)
compound	M1 ag	V1R ag counter	CHRM1 PAM	OXTR potentiate	CHO parental Ca	CHRM1 antagonist	TAAR1 ag	OXTR ag	TAAR1 antag
Cc1cccc(C)c1NC(=O)CN(C)CC(=O)Nc1ccc(F)c(Cl)c1	-1.7	4.5	7.0	-2.6	-11.0	-1.3	6.5	3.0	-13.7
Cc1ccc2nc(NCC(=O)O)nc(-c3ccccc3)c2c1	-1.4	2.0	4.9	-0.6	-30.8	-2.5	1.1	-2.8	-24.6
O=P(c1ccccc1)(c1ccccc1)C(O)c1ccco1 (stereo not drawn)	-3.9	0.0	-2.6	1.2	-11.2	5.6	6.7	-0.6	-15.9
Cc1[nH]cnc1C(=O)N/N=C/c1ccc([N+](=O)[O-])s1	0.9	0.0	13.9	2.3	4.5	-14.1	2.5	0.7	-5.4
COc1ccc(/C(C)=N/OC/C(O)=C(\C#N)c2nc3ccccc3[nH]2)c(OC)c1	-5.6	1.6	7.3	-1.6	-12.1	-6.4	-0.8	-1.6	2.1
Cc1ccc(CN(C)C(=O)c2cc(COc3ccc(F)cc3Cl)on2)o1	-10.0	-0.9	1.0	-10.6	-20.7	-3.9	4.7	-1.2	10.4
COc1cc(-c2nc3c[n+](CC(=O)c4ccccc4)ccc3n2C)cc(OC)c1OC	-14.2	-1.0	-6.5	-3.6	-9.1	8.8	2.9	1.1	-29.2
COc1ccc2cc(/C(C)=N/NC(=S)Nc3cc(S(=O)(=O)N4CCOCC4)ccc3N3CCOCC3)ccc2c1	x	-1.0	x	-9.9	-4.2	x	x	-0.2	x
Cc1onc(-c2c(F)cccc2Cl)c1C(=O)N(C)CCc1ccccn1	-2.9	0.9	10.6	-2.6	-7.8	-5.4	1.6	0.4	-13.7
O=C(NNC(=S)Nc1ccc(F)c(Cl)c1)c1ccccc1Br	0.0	4.9	-2.1	-9.7	-10.4	6.2	4.6	4.6	5.8
O=C(Nc1ccc2[nH]ncc2c1)c1ccccc1Br	-1.8	0.1	13.6	-4.3	18.4	-16.0	-0.7	-0.1	19.9
CS(=O)(=O)c1ccc(-c2nn[nH]n2)cc1	-3.5	0.5	4.7	-1.7	-2.5	-4.6	9.8	0.9	-2.5
CCC(C)NC(=O)CSc1ncnc2sccc12 (stereo not drawn)	-0.4	-0.1	10.1	-0.1	-4.2	-13.6	10.4	-0.3	6.3
Cc1ccccc1NC1=NC(=S)N(c2ccccc2)C12CCOC(C)(C)C2 (stereo not drawn)	-2.1	-0.6	11.4	-1.7	-1.9	-9.2	8.4	-1.4	-9.8
CC1CN(C(=O)c2ccc(COc3ccccc3Br)o2)CC(C)O1 (stereo not drawn)	-7.2	-0.1	2.5	-12.0	-16.5	-8.6	3.8	-2.1	-0.1
O=C(NC12CC3CC(CC(C3)C1)C2)OCCNC1CCCCC1	-1.2	2.1	-0.9	-1.6	-17.5	3.8	3.6	2.6	-24.6
CN1CCN(C(=O)c2cn(-c3ccccc3)nc2-c2cccs2)CC1	-5.5	0.7	9.1	-3.2	-8.8	-8.5	4.6	1.0	15.0
